Source: PubChem BioAssay (National Center for Advancing Translational Sciences (NCATS))
DT40 TDP1 no CPT = qHTS for Inhibitors of human tyrosyl-DNA phosphodiesterase 1 (TDP1): qHTS in cells in absence of CPT. 420,000 tested, 15% active. DT40 Tdp1-/- hTDP1 cells, no CPT, ATP luminescence, 48 h. Potency, µM (series often up to 46.2 µM), inactives show at the top dose activity change, negative = growth inhibition, most hits filed as inhibitors. AID 686978, 2013; note: nearly all actives have a fitted effect of over 55% in size
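No-CPT arm: Tdp1-/-;hTDP1 DT40 cells (400/well) plus compounds, incubated ≥48 hr at 37 °C. Readout CellTiter-Glo luminescence.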
TDP1 cell CPT = DT40-hTDP1 cell growth loss with CPT | chicken DT40 Tdp1-/-;hTDP1 cells + 20 nM CPT, ATP luminescence, 48 h | Potency, µM (doses to about 46.2 µM), for the others: top-dose activity change, negative = growth inhibition, most hits filed as inhibitors | 420,000 tested, 12% active; note: nearly all actives have a fitted effect of over 55% in size
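Chicken DT40 Tdp1-/- cells stably complemented with human TDP1 were seeded at 400 cells/well in medium containing 20 nM camptothecin, exposed to pin-transferred compounds, and grown at 37 °C for at least 48 hr. Viability was read as ATP luminescence.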
TDP1 block = TDP1 (human) enzyme inhibition; Q9NUW8; recombinant TDP1, AlphaScreen DNA substrate cleavage; Potency, µM (top dose mostly 130 µM), for the others: at the highest dose activity change, negative = inhibition, most hits filed as inhibitors; 350,000 tested, 0.28% active; note: nearly all actives have a fitted effect of over 40% in size
Target sequence (Q9NUW8 whole entry, looked up): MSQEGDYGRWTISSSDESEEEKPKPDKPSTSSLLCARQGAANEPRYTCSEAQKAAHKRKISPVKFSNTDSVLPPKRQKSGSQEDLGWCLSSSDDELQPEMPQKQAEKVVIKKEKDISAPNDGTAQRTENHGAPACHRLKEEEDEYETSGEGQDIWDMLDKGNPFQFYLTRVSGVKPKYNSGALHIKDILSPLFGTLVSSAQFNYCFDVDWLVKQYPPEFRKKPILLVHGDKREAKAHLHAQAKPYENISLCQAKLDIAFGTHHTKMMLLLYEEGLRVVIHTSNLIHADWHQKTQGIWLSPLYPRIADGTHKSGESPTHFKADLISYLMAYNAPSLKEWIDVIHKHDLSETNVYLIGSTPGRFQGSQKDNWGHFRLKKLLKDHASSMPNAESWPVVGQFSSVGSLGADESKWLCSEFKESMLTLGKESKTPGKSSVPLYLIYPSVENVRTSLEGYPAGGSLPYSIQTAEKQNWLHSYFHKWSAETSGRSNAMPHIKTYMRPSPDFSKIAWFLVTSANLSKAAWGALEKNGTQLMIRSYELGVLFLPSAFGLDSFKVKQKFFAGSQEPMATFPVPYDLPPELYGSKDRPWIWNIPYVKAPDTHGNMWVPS
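Recombinant E. coli-expressed Tdp1 (1 nM) preincubated with compound 15 min at RT, then 5'-biotin/3'-phosphotyrosine-FITC DNA substrate (15 nM) added for 5 min. AlphaScreen beads (10 ug/ml) added, 10 min RT; tyrosine-FITC cleavage read as signal loss.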
* = called active by the depositor; ? = inconclusive; · = no result given; & = joins results of further samples; [ ] = remark or other dose. Calls come from the whole dose curve; as a rule, active = well fitted curve in the direction sought with a large enough effect; inconclusive = small, poorly fitted or top-dose-only effect, or another doubt; inactive = no such curve, though single readings can be large; an effect the other way counts as inactive or inconclusive. % is set by controls: 0 for no effect and ±100 for the full control effect; potency is the fitted concentration of half-maximal effect. Not a hit list; 18% or so of the library scored in one or more.

SMILES	DT40 TDP1 no CPT	TDP1 cell CPT	TDP1 block
Cc1cccc(C(=O)N/N=C/c2ccc(OC3CSC3)cc2)c1	-21.1%	?	7.1%
CC(=O)NC(Cc1ccccc1)C(=O)NC1CCN(c2ncccc2[N+](=O)[O-])CC1 (stereo not drawn)	8.4%	5.5%	-5.3%
O=C1OC(N2C(=O)CC[C@H]2C(=O)Nc2ccc3c(c2)OCO3)c2ccccc21 (stereo partly drawn)	7.1%	1.0%	·
Cc1ccccc1NC(=O)/C(C#N)=C/c1ccccc1C(F)(F)F	?	-21.9%	2.6%
O=C(c1nc2ccccn2c1CNCCn1ccc2ccccc21)N1CCOCC1	-15.1%	?	3.6%
CCOc1cc(S(=O)(=O)N2CCN(C(=O)c3ccco3)CC2)ccc1F	?	-8.6%	1.0%
CCOC(=O)CCC(=O)N1CCOCCN(C(=O)CCC(=O)OCC)CCOCC1	-2.6%	-3.2%	-4.8%
CCCOc1ccc(-c2cc3onc(-c4ccccc4)c3c(=O)n2C)cc1	18.4µM*	25.9µM*	-2.9%
CCCCn1c(N)c(N(CC(C)C)C(=O)C2CSC3(C)CCC(=O)N23)c(=O)[nH]c1=O (stereo not drawn)	-12.7%	-2.7%	-12.7%
O=C(CCCN1C(=O)/C(=C/c2cccs2)SC1=S)Nc1cc([N+](=O)[O-])ccc1O	16.4%	1.0%	4.4%
CC(=O)N1CCC2(CCCN(Cc3cc(C(F)(F)F)cc(C(F)(F)F)c3)C2)CC1	?	-21.6%	·
O=C(NCCc1ccccc1)C(=O)Nc1cccc(Br)c1	-16.8%	-22.6%	0.0%[2.28 µM]
CCn1c(/C=C/Nc2ccccc2)[n+](CC)c2ccc(Cl)cc21	20.6µM*	23.1µM*	2.6%
COc1ccc(S(=O)(=O)N(C(=O)c2ccncc2)c2ccc3oc4c(c3c2)CCCC4)cc1	20.6µM*	18.4µM*	5.3%
Cc1oc2ccc(O)c(CN3CCCC3)c2c1C(=O)Nc1ccc(C(C)C)cc1	23.1µM*	23.1µM*	2.5%
Cc1ccc(N2CC(O)CSC2=Nc2ccccc2)cc1 (stereo not drawn)	?	?	·
COc1cc(-n2c(=O)c3ccccc3n(CC(=O)c3ccc(Br)cc3)c2=O)cc(OC)c1OC	-22.3%	-27.5%	0.0%
COc1cccc(-c2nnc(N)o2)c1	-16.9%	0.0%	1.9%
O=C(/C=C/c1ccccc1)N(c1ccccn1)C1CCCCC1	?	?	2.6%
Cc1nc2ccc(NC(=O)CCC3CCCC3)cc2s1	-3.3%	1.3%	5.2%

16 structures out of the list, arranged by SMILES length, largest number first.
SMILES	DT40 TDP1 no CPT	TDP1 cell CPT	TDP1 block
COc1cc(-n2c(=O)c3ccccc3n(CC(=O)c3ccc(Br)cc3)c2=O)cc(OC)c1OC	-22.3%	-27.5%	0.0%
CC(=O)NC(Cc1ccccc1)C(=O)NC1CCN(c2ncccc2[N+](=O)[O-])CC1 (stereo not drawn)	8.4%	5.5%	-5.3%
CC(=O)N1CCC2(CCCN(Cc3cc(C(F)(F)F)cc(C(F)(F)F)c3)C2)CC1	?	-21.6%	·
O=C1OC(N2C(=O)CC[C@H]2C(=O)Nc2ccc3c(c2)OCO3)c2ccccc21 (stereo partly drawn)	7.1%	1.0%	·
Cc1oc2ccc(O)c(CN3CCCC3)c2c1C(=O)Nc1ccc(C(C)C)cc1	23.1µM*	23.1µM*	2.5%
CCOC(=O)CCC(=O)N1CCOCCN(C(=O)CCC(=O)OCC)CCOCC1	-2.6%	-3.2%	-4.8%
CCOc1cc(S(=O)(=O)N2CCN(C(=O)c3ccco3)CC2)ccc1F	?	-8.6%	1.0%
CCCOc1ccc(-c2cc3onc(-c4ccccc4)c3c(=O)n2C)cc1	18.4µM*	25.9µM*	-2.9%
O=C(c1nc2ccccn2c1CNCCn1ccc2ccccc21)N1CCOCC1	-15.1%	?	3.6%
CCn1c(/C=C/Nc2ccccc2)[n+](CC)c2ccc(Cl)cc21	20.6µM*	23.1µM*	2.6%
Cc1ccccc1NC(=O)/C(C#N)=C/c1ccccc1C(F)(F)F	?	-21.9%	2.6%
O=C(/C=C/c1ccccc1)N(c1ccccn1)C1CCCCC1	?	?	2.6%
O=C(NCCc1ccccc1)C(=O)Nc1cccc(Br)c1	-16.8%	-22.6%	0.0%[2.28 µM]
Cc1ccc(N2CC(O)CSC2=Nc2ccccc2)cc1 (stereo not drawn)	?	?	·
Cc1nc2ccc(NC(=O)CCC3CCCC3)cc2s1	-3.3%	1.3%	5.2%
COc1cccc(-c2nnc(N)o2)c1	-16.9%	0.0%	1.9%

Following part.
SMILES	DT40 TDP1 no CPT	TDP1 cell CPT	TDP1 block
Cc1cc(C)n(-c2nc3ccccc3nc2Nc2ccc(CC(=O)O)cc2)n1	-13.5%	4.0%	-4.9%
CCn1c2ccccc2c2cc(NC(=O)CCCN3C(=O)CCC3=O)ccc21	?	?	11.3%
COc1cccc(Nc2nc(C(N)CO)cs2)n1 (stereo not drawn)	?	?	·
Nc1ccccc1C(=O)NNc1ncc(C(F)(F)F)cc1Cl	18.2%	-11.5%	-11.9%
N=C1C(c2ccccc2)=C(O)CN1NC(=O)c1ccc(Cl)cc1	4.1%	-1.5%	2.6%
CCOc1ccc(C(C)=O)cc1NC(=O)/C=C\C(=O)O	-14.4%	-1.1%	·
Cc1ccc(SCC(=O)Nc2cccc(C)c2)cc1	-1.4%	-9.6%	-7.2%
Cc1cc(C)cc(Nc2cc(C)nc3nc(-c4ccco4)nn23)c1	9.2µM*	16.4µM*	6.2%
O=C(O)CCCNc1n[nH]c(=O)[nH]c1=O	6.5%	11.9%	2.5%
Cn1c(=O)c2c(nc(CN3CCOCC3)n2CCN2CCOCC2)n(C)c1=O	6.6%	14.3%	9.1%
O=C1CSC(=S)N1c1cccc(F)c1	-26.5%	?	2.2%
CCCC(O)(c1ccc(OC)cc1)C(CN1CCOCC1)c1ccccc1 (stereo not drawn)	?	?	-10.5%
O=C(NCc1ccccn1)c1ccccc1-c1ccccc1	-2.8%	-13.2%	4.3%
NC(=O)c1ccc(NC(=O)COC(=O)c2ccccc2Nc2ccccc2)cc1	-16.2%	-6.5%	-2.7%
O=C(NCCc1ccccc1)C1CCN(Cc2cc3ccccc3n2Cc2cccc(Cl)c2)CC1	20.6µM*	?	4.4%
O=C(COC(=O)c1ccco1)NC12CC3CC(CC(C3)C1)C2	-7.3%	5.1%	0.0%
CC(C)CCNC(=O)NC(=O)CN1C(=O)NC2(CCCCC2)C1=O	-13.8%	-2.1%	4.2%[56.1 µM]
COc1ccc(NC(=O)COc2ccc(/C=N/O)cc2OC)cc1	11.6µM*	?	4.6%
CCOCCCNC(=O)C(NC(=O)c1ccc(=O)[nH]c1)c1ccc(Cl)cc1 (stereo not drawn)	-14.6%	2.7%	3.9%
O=C(Cn1cc(SCc2ccccc2Cl)c2ccccc21)N1CCOCC1	?	?	-2.6%

Record cards, from the list above. Order of values: DT40 TDP1 no CPT	TDP1 cell CPT	TDP1 block
`O=C1CSC(=S)N1c1cccc(F)c1` reads -26.5%	?	2.2%
`CC(C)CCNC(=O)NC(=O)CN1C(=O)NC2(CCCCC2)C1=O` reads -13.8%	-2.1%	4.2%[56.1 µM]

The listing continues.
SMILES	DT40 TDP1 no CPT	TDP1 cell CPT	TDP1 block
Cc1cc(N=NC(=O)c2ccccc2)ccc1O	?	?	11.0%
COc1cc(NC(=O)[C@H](C)NC(=O)N2CCn3c2nc2ccccc23)cc(OC)c1	?	?	3.2%
Cc1ccc(Cl)cc1NC(=O)C1CCN(C(=O)c2cnn(-c3ccccc3)c2-n2cccc2)CC1	20.6µM*	-29.9%	7.6%
Cc1cc(-c2ccc(C)c(S(=O)(=O)N(C(C)C)C3CCCCC3)c2)on1	?	20.6µM*	-5.3%
COc1ccc(NC(=O)c2c(-c3ccccc3)noc2C)c(OC)c1	-29.1%	-27.6%	7.0%
COc1ccc(CNC(=O)c2ccc3c(=O)n4c(nc3c2)CCCCC4)cc1OC	?	?	0.1%
Cc1cc(C)cc(Nc2ccc(C(=O)O)cc2[N+](=O)[O-])c1	-24.4%	-2.6%	·
Cc1c(Cl)cccc1NC(=O)CC(NCCN1CCOCC1)C(=O)O (stereo not drawn)	36.2%[activator]	-8.6%	·
COc1ccccc1NC(=O)C1CC(C(C)C)OC1=O (stereo not drawn)	2.4%	11.0%	·
CN(Cc1nc(-c2cnccn2)no1)CC1CCN(Cc2ccccc2)CC1	-5.0%	0.0%	2.4%
CN(C)CCN(Cc1ccccc1)S(=O)(=O)c1ccc2[nH]c(=O)ccc2c1	0.9%	-7.0%	4.4%
Cc1ccc(N2CCN(C(=O)NCc3noc4ccc(C)cc34)CC2)c(C)c1	?	?	2.6%
CC(=O)c1cccc(OCc2cc(C(=O)N3C[C@H]4CC[C@H]3C4)no2)c1	-27.8%	-26.6%	2.4%
O=C(COc1ccccc1)NCC(=O)N/N=C/c1ccc(Cl)cc1	3.4%	-14.9%	5.3%
O=C(CCS(=O)(=O)c1cc2c(cc1Cl)NC(=O)CO2)NCc1ccccc1	7.8%	?	0.5%&5.2%
CCCNC(=O)NC(=O)CSc1ncc(C(F)(F)F)cc1Cl	-5.5%	-3.5%	0.0%
CCNc1ccc(S(=O)(=O)NCCN(C)C)cc1[N+](=O)[O-]	-6.9%	0.4%	2.7%
Fc1ccccc1NC(=S)N(CCN1CCCCC1)Cc1ccco1	-5.8%	6.1%	1.2%
CC1(C)Cc2ccccc2C(/C(=N\Nc2cccc(Cl)c2)C(N)=O)=N1	?	?	6.9%
O=C(Nc1ccc2c(c1)OCO2)c1cc(C2CCCN(C(=O)CCc3ccccc3)C2)on1 (stereo not drawn)	?	20.6µM*	·
O=S(=O)(Nc1ccc(F)cc1)N1CCOCC1	0.2%	11.9%	7.2%
CCN(CC)S(=O)(=O)c1ccc(C)c(NC(=O)CSc2nc3ccccc3[nH]2)c1	23.1µM*	?	0.0%
O=C(COC(=O)c1c[nH]c(=O)[nH]c1=O)Nc1ccccc1Br	1.7%	11.8%	8.6%
CC(C)C(NC(=O)c1ccco1)C(=O)OCC(=O)Nc1ccc(C(N)=O)cc1 (stereo not drawn)	-27.4%	-7.0%	0.0%
Cc1nc(-c2ccc(F)cc2)sc1CCNC(=O)c1ccc(C(C)(C)C)cc1	16.4µM*	14.6µM*	3.8%
Nc1c(C(=O)NCC2CCCO2)c2nc3ccccc3nc2n1-c1ccccc1 (stereo not drawn)	16.4µM*	16.4µM*	0.0%
NC(=O)CSc1ccc2nnc(-c3ccncc3)n2n1	-16.6%	10.4%	3.2%
C/C(=N\NC(=O)c1cc(-c2ccccc2C)nc2ccccc12)c1cccnc1	?	?	5.6%
COC(=O)c1c(C)nc(C)c2c(=O)oc3ccccc3c12	-6.5%	-0.7%	-1.9%
CC(=O)O[C@]1(C(C)=O)CC[C@H]2[C@@H]3C=C(Cl)C4=CC(=O)CC[C@]4(C)[C@H]3CC[C@@]21C	21.1µM*	?	-2.7%&-8.2%
Cc1ccc(S(=O)(=O)N/N=C/c2ccccc2F)cc1[N+](=O)[O-]	-0.8%	-7.2%	1.3%
COC(CN(C(=O)CCl)C(C(=O)NC1CCCC(C)C1C)c1ccc(C)cc1)OC (stereo not drawn)	20.6µM*	5.17µM*	-2.6%
CCc1nnc(NC(=O)c2cccnc2)s1	-28.1%	-9.5%	0.5%
O=C(Nc1ccc(F)c(F)c1)C1CCCCC1	-20.4%	-29.0%	-5.0%
CCCSc1oc(-c2ccco2)nc1S(=O)(=O)c1ccc(C)cc1	?	?	-9.2%
COCCNc1nc(Oc2cccc(F)c2)c2sccc2n1	?	-35.1%	·
